From PubChem
CHOP UPR activ – apoptotic UPR (CHOP) activation. activation, % at 10 µM. 0.34% of 330,000 active. CHO-CHOP luciferase reporter, luminescence; percent of tunicamycin response over DMSO baseline;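 active = at 10 µM dose, activation of 40% or more, normalized to positive control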;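 note: 100% = tunicamycin at 10 µg/mL and 0% = DMSO alone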
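System: CHO-CHOP luciferase reporter cell line | Buffer or medium: F12 medium containing 10% fetal bovine serum | Doses: One dose, 10 µM in 0.5% DMSO | Times: 6 h compound exposure at 37 °C after overnight seeding | Signal: Luciferase luminescence | Read-out: % activation vs tunicamycin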
XBP1 UPR activ – activators of adaptive arm of unfolded protein response (XBP1); CHO-XBP1 luciferase reporter, IRE1-XBP1 UPR activation, luminescence; percent of tunicamycin response, DMSO as zero; activation, % at 20 µM; 0.33% of 330,000 active;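 active = versus positive control, 20 µM dose yields 30% or more activation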;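 note: 100% = tunicamycin at 10 µg/mL and 0% = DMSO only wells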
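Material: IRE1-XBP1 luciferase reporter CHO line / Quantity: one thousand reporter cells per well / Buffer or medium: F12 with 10% serum / Compound: 20 µM single concentration, DMSO 1% / Times: 6 h treatment, 37 °C / Detection: Steady-Glo luciferase glow luminescence, 10 min after reagent addition / Benchmarks: tunicamycin high, DMSO low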
tim23-1 inh – tim23-1 yeast growth inhibition. S. cerevisiae tim23-1 growth, BacTiter-Glo luminescence, 24 h. 1.3% of 330,000 active. AID 463212. inhibition, % at 20 µM;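 active = growth inhibition of the mutant yeast at or above 50%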;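 note: temperature-sensitive mutant grown at 25 °C; plate controls were DMSO-treated mutant yeast for no effect and medium wells lacking yeast for full effect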
CXCR6 block – CXCR6 (human) receptor inhibition; O00574; CHO-K1 PathHunter CXCR6 beta-arrestin, luminescence; inhibition, % at 20 µM; 0.36% of 360,000 active; AID 602244; in the data active = inhibition above about 34%, passing the limit was not always enough;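 note: antagonist mode with CXCL16 agonist at 10 nM final; 0% = 10 nM CXCL16 with DMSO and 100% = unstimulated wells without agonist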
APJ agonist – APJ receptor agonism | CHO-K1 APJ PathHunter beta-arrestin, luminescence; 0% DMSO wells, 100% apelin | activation, % at 20 µM | 0.11% of 330,000 active | AID 2520;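 active = activation more than six SD over the plate average, tested at 20 µM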;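 note: 0% = DMSO alone and 100% = apelin-13 at 10 nM; some results filed as inactive read as strong as hits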
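Incubation: overnight seeding, 90 min compound at 25 °C, 1 h detection; test system: PathHunter CHO-K1 APJ (AGTRL-1) beta-arrestin reporter cells; amount: 1000 cells/well; doses: one dose, 20 µM compound, 1% DMSO; measured by: beta-gal luminescence; measure: agonist-driven arrestin binding to APJ; benchmarks: negative DMSO alone, positive Apelin-13 at 10 nM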
EBI2 antag – blocks human EBI2 receptor beta-arrestin signaling. 0.81% of 360,000 active. P32249. AID 651636. EBI2 beta-arrestin recruitment, luminescence, 7a,25-OHC stimulated. inhibition, % at 5 µM; in the data active = inhibition above about 38%;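 note: enzyme fragment complementation signal reports receptor beta-arrestin coupling in cells; 0% = agonist plus DMSO wells and 100% = wells without agonist; some results beyond the cut were filed as inactive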
Mdm2-MdmX inh – human Mdm2/MdmX binding inhibition | O15151+Q00987 | SaOS-2 split-luciferase Mdm2/MdmX complementation, luminescence | inhibition, % at 8 µM | 3% of 330,000 active;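 active = inhibition of at least 50% at 8 µM in the primary screen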
Target sequence (O15151 whole entry, looked up): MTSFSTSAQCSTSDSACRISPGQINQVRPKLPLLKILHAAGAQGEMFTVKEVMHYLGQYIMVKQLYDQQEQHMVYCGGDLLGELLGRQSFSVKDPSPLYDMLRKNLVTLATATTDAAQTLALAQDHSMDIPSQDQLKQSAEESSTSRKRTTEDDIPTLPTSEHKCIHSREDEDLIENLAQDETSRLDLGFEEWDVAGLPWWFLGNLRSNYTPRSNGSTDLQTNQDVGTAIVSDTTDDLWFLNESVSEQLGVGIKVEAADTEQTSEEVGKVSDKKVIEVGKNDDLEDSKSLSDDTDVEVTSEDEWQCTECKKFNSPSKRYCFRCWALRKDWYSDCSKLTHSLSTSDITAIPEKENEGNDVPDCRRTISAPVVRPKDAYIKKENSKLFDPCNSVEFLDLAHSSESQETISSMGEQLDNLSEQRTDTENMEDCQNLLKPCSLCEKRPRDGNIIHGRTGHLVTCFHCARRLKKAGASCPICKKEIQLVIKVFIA
Target sequence (Q00987 whole entry, looked up): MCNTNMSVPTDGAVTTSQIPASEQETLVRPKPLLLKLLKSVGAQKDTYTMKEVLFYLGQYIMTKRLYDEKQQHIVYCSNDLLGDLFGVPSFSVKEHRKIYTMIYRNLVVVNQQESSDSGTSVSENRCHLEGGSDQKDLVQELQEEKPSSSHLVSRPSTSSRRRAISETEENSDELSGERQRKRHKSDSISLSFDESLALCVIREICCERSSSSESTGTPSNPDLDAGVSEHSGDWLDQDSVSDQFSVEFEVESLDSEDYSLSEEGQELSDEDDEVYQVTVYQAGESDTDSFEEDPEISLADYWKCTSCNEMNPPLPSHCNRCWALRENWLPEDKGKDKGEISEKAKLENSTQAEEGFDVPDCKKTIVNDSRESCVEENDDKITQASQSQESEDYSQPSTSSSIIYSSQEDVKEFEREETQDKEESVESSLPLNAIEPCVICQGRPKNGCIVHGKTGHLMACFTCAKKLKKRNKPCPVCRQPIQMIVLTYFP
CCR6 antagonist – blocks CCL20-driven beta-arrestin recruitment at human CCR6 | inhibition, % at 20 µM | AID 493098 | CHO-K1 CCR6 PathHunter beta-arrestin, luminescence, CCL20-stimulated | 0.49% of 340,000 active | P51684;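 active = compounds whose inhibition of the agonist-driven luminescence signal at 20 µM reaches about 50%, limit read from the data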;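 note: cells stimulated with CCL20 at 14 nM final; plate controls were DMSO with CCL20 for no effect and DMSO without agonist for full effect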
APJ antag – antagonists of human APJ apelin receptor; CHO-K1 APJ beta-arrestin complementation, luminescence; inhibition, % at 20 µM; 0.32% of 330,000 active; AID 2521;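 active = inhibition above about 40% at 20 µM, limit read from the data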;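 note: cells challenged with 10 nM apelin-13 agonist together with compound; plate controls were apelin-13 plus DMSO wells for no effect and DMSO wells lacking apelin-13 for full effect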
Numbers without * were called inactive; . = no result given; & = joins results of further samples. Some of the compounds tested; rates above refer to the full screens.

SMILES	CHOP UPR activ	XBP1 UPR activ	tim23-1 inh	CXCR6 block	APJ agonist	EBI2 antag	Mdm2-MdmX inh	CCR6 antagonist	APJ antag
CC(CCc1ccccc1)NC(=O)C(Cc1ccccc1)NS(=O)(=O)c1cccs1 (stereo unspecified)	-1.1	-5	24	-6	-3	2	7	11	4
CCOC(=O)N1CCN(c2c(N3CC=C(c4ccccc4)CC3)c(=O)c2=O)CC1	0.3	-2	14	5	-4	-4	23	13	9
CCc1cccc(NC(=O)CCc2c(C)nn(-c3ccc(N4CCCCC4)nn3)c2C)c1	5.8	-3	31	10	4	4	-13	8	-17
O=C(NCc1ccncc1)C1CCCN(S(=O)(=O)c2cc(Cl)ccc2Cl)C1 (stereo unspecified)	-0.4	2	9	4	3	-6	5	4	-2
COC(CNC(=O)c1cnn2c(C)c(Cc3ccccc3)c(C)nc12)OC	-1.0	-1	26	8	-2	3	8	16	-12
CN(C)c1ccc(S(=O)(=O)NCC(=O)OCC(=O)NC(=O)C2CCCCC2)cc1[N+](=O)[O-]	-0.3	2	0	2	-3	6	2	17	19
O=C(Nc1cccnc1)c1ccco1	-0.6	-3	-6	-8	0	1	1	6	-18
Cn1cc([N+](=O)[O-])c(C(=O)n2cccn2)n1	0.5	2	0	-4	2	-10	11	-2	3
CC(C)NC(=O)Cn1c(SCC(=O)N2c3ccccc3CC2C)nc2ccccc21 (stereo unspecified)	-2.5	2	17	8	2	-3	18	-8	5
COc1cc(CCC(=O)N2CCN(c3ccc(N4CCOCC4)nn3)CC2)cc(OC)c1OC	0.4	1	11	.	3	.	-11	.	15
Cc1ccc(NC(=O)CCS(=O)(=O)c2cc3[nH]c(=O)c(=O)[nH]c3cc2C)cc1	0.6	-1	10	-4	6	-6	-13	-3	14
COc1cc(OC)c(/C=N/NC(=O)c2ccncc2)c(OC)c1	-1.5	0	14	0	1	-1	18	-9	-17
CCCCNC(=O)CSc1nc(O)cc(=O)n1C1CCCC1	-2.5	-1	1	0	-1	2	-24	12	-1
CCn1c(C)[n+](CC)c2ccc(C(=O)N(C)c3ccccc3)cc21	-0.8	-4	-1	2	-5	2	14	-10	1
CCc1cccc2c(C=C(C#N)C#N)cn(CC(=O)N3CCCC3)c12	-1.1	-1	-12	-5	-2	6	26	9	34
COc1ccc2oc(=N)c(C(=O)Nc3ccc(F)cc3)cc2c1	7.5	1	8	8	0	17	1	5	13
S=C1NCCOCCOCCOCCNC(=S)N2CCOCCOCCN1CCOCCOCC2	-1.4	1	1	-3	-2	3	27	0	-2
O=C(N/N=C/C=C\c1ccccc1[N+](=O)[O-])c1ccco1	0.6	-2	-6	2	-1	-25	15	7	20
CC(C)(C)c1ccc(C(=O)OCCN2CCCCC2)cc1	-0.2	-3	4	2	-2	-5	-4	-3	3
Nc1ncccc1C(=O)OCC(=O)NC1CCCCCC1	1.4	0	-6	-4	1	-5	17	0	-3
CC(c1n[nH]c(=S)n1-c1ccc(Cl)cc1)N(C)C (stereo unspecified)	0.7	4	-6	3	0	-7	-4	-6	-16
COc1ccc(Nc2c(-c3ccco3)nc3ccc(C)cn23)cc1	1.7	2	6	-10	9	-5	-10	-4	-41
Clc1ccc(OCCn2ccnc2)cc1Cl	4.3	-5	14	-10	-2	-5	5	5	24
Cn1c2ccccc2c2cc(/C=N/NC(=O)c3cc(O)ccc3O)ccc21	169*	33*	0	-24	25	-33	15	15	-102
O=C(NCc1ccco1)C1CC(c2ccc(Cl)c(Cl)c2)=NO1 (stereo unspecified)	-0.5	1	-6	-2	-5	-10	35	-11	9
CCCCOC(=O)c1ccc(NC(=O)Nc2ccc(OC)c(OC)c2)cc1	-2.1	-6	7	-3	2	11	5	18	9
Cc1ccc(N=CC2=C(O)CC(c3ccccc3Cl)CC2=O)cc1 (stereo unspecified)	1.2	4	21	5	2	-5	44	-1	-1
CCC(=O)N1CCc2cc(S(=O)(=O)NCCC(=O)Nc3ccc(OC)cc3)ccc21	0.9	-6	12	-2	2	3	21	4	-13
O=C(CC1C(=O)NCCN1Cc1cccc(F)c1)NCCCN1CCCC1=O (stereo unspecified)	-1.0	-4	-8	-4	0	-9	9	0	-15
Cc1ccc(NC(=O)c2cccc(F)c2)cc1S(=O)(=O)N1CCCCCC1	0.7	-5	26	-4	-2	21	14	-2	7
O=C(NCc1ccncc1)C(=O)N/N=C/c1ccccn1	-0.7	-3	-4	4	-2	-3	4	-8	2
COc1ccc(-c2cc(C(=O)Nc3cnn(Cc4ccccc4C)c3)no2)cc1OC	2.2	3	-16	8	0	-3	50	-6	-3
O=C(COC(=O)c1ccc(Cl)nc1)Nc1ccccc1OC(F)F	-2.3	-4	3	-3	-2	-4	0	6	-19
CCn1c(SCC(=O)N(C)c2c(N)n(Cc3ccccc3)c(=O)[nH]c2=O)nc2ccccc21	1.3	1	-1	1	-1	-10	-7	6	13
CC(=O)N(O)CCCCCNC(=O)CCC(=O)N(O)CCCCCNC(=O)CCC(=O)N(O)CCCCCN	-1.2	-5	9	5&-1	-3	-7&-3	24	-10&-4	-3
COc1ccc(NS(=O)(=O)c2cccc(C(=O)NCCCN3CCOCC3)c2)cc1	0.3	1	2	3	-1	1	3	7	20
Nc1nc(SCc2cccc(Br)c2)n[nH]1	-1.3	-4	-11	4	-2	9	21	4	6
CCn1c2ccc(Cl)cc2c2nc3ccccc3nc21	-1.8	6	33	.	-2	.	-6	0	16
Cc1ccc(S(=O)(=O)NNC(=O)c2cnn(-c3ccccc3)c2-n2cccc2)cc1	0.3	-1	21	0	-2	6	17	1	1
COc1ccccc1N1CCN(C(=O)c2nn(C)c3c2CS(=O)(=O)c2ccccc2-3)CC1	0.8	-2	-7	-8	-3	-8	12	14	6

Nothing new here: entries from further up.
SMILES	CHOP UPR activ	XBP1 UPR activ	tim23-1 inh	CXCR6 block	APJ agonist	EBI2 antag	Mdm2-MdmX inh	CCR6 antagonist	APJ antag
CC(c1n[nH]c(=S)n1-c1ccc(Cl)cc1)N(C)C (stereo unspecified)	0.7	4	-6	3	0	-7	-4	-6	-16
COc1ccc(Nc2c(-c3ccco3)nc3ccc(C)cn23)cc1	1.7	2	6	-10	9	-5	-10	-4	-41
Clc1ccc(OCCn2ccnc2)cc1Cl	4.3	-5	14	-10	-2	-5	5	5	24
Cn1c2ccccc2c2cc(/C=N/NC(=O)c3cc(O)ccc3O)ccc21	169*	33*	0	-24	25	-33	15	15	-102
O=C(NCc1ccco1)C1CC(c2ccc(Cl)c(Cl)c2)=NO1 (stereo unspecified)	-0.5	1	-6	-2	-5	-10	35	-11	9
CCCCOC(=O)c1ccc(NC(=O)Nc2ccc(OC)c(OC)c2)cc1	-2.1	-6	7	-3	2	11	5	18	9
Cc1ccc(N=CC2=C(O)CC(c3ccccc3Cl)CC2=O)cc1 (stereo unspecified)	1.2	4	21	5	2	-5	44	-1	-1
CCC(=O)N1CCc2cc(S(=O)(=O)NCCC(=O)Nc3ccc(OC)cc3)ccc21	0.9	-6	12	-2	2	3	21	4	-13
O=C(CC1C(=O)NCCN1Cc1cccc(F)c1)NCCCN1CCCC1=O (stereo unspecified)	-1.0	-4	-8	-4	0	-9	9	0	-15
Cc1ccc(NC(=O)c2cccc(F)c2)cc1S(=O)(=O)N1CCCCCC1	0.7	-5	26	-4	-2	21	14	-2	7
O=C(NCc1ccncc1)C(=O)N/N=C/c1ccccn1	-0.7	-3	-4	4	-2	-3	4	-8	2
COc1ccc(-c2cc(C(=O)Nc3cnn(Cc4ccccc4C)c3)no2)cc1OC	2.2	3	-16	8	0	-3	50	-6	-3
O=C(COC(=O)c1ccc(Cl)nc1)Nc1ccccc1OC(F)F	-2.3	-4	3	-3	-2	-4	0	6	-19

Carrying on.
SMILES	CHOP UPR activ	XBP1 UPR activ	tim23-1 inh	CXCR6 block	APJ agonist	EBI2 antag	Mdm2-MdmX inh	CCR6 antagonist	APJ antag
CC1C/C(=C/c2cccs2)C(=O)/C(=C/c2cccs2)C1 (stereo unspecified)	0.3	1	25	6	-3	12	-37	20	19
Cc1ccc(OCC(=O)OCCN2C(=O)c3ccccc3C2=O)cc1C	-0.9	-4	18	1	1	2	24	3	-10
CC(C)(C)n1[nH]c2c3c(ccc2c1=O)C(=O)c1ccccc1C3=O	4.6	-1	28	-16	0	18	40	21	-21
COc1cc(/C=C(\C#N)C(=O)NC(C)C)cc(Cl)c1O	0.0	-3	23	7	-2	8	-29	10	4
CC[C@@]1(C(=O)OC)N[C@H](CN(C)C(=O)c2ccc(F)cc2)[C@@H]2C(=O)N(C)C(=O)[C@@H]21	1.4	0	9	2	-3	-10	4	0	10
O=c1[nH]c2c(=O)[nH]cnc2nc1-c1ccccc1	4.7	4	11	2	0	5	29	9	2
COc1ccc(-c2nc(CSCC(=O)NCCCN3CCCC3=O)c(C)o2)cc1OC	0.5	-1	-6	5	3	-2	-7	-1	11
C=CCOc1c(Cl)cc(CNc2ccc3[nH]c(=O)[nH]c3c2)cc1OC	3.5	4	8	-19	0	-18	-4	-25	-3
CCOC(=O)CN1N=C(/C=C/c2ccc(OCC)cc2)CCC1=O	1.8	3	15	-1	-4	-7	25	-3	3
COc1ccc(OCCSc2nnc(C(C)NC(=O)c3ccccc3F)n2C)cc1 (stereo unspecified)	0.6	-1	19	10	-8	0	16	-6	1
COc1ccc(NC2CCCN(C(=O)c3cccnc3SC)C2)cc1OC (stereo unspecified)	1.9	-7	12	-10	5	-15	13	5	4
Nc1ccccc1C(=O)NNc1ncc(C(F)(F)F)cc1Cl	0.8	4	17	-1	-4	5	-10	2	-6
O=C(Nc1cccc(-c2ccc(N3CCCCC3)nn2)c1)C(F)(F)F	-7.8	-12	19	-4	1	-3	60*	2	-9
CC(=O)N1CCCc2cc(S(=O)(=O)N3CCCC(C(=O)NCc4ccccc4)C3)ccc21 (stereo unspecified)	-1.6	-5	-9	-6	-3	3	-1	14	9
COc1cc(/C=N/NC(=S)NC2CC3CC2C2C=CCC32)ccc1O (stereo unspecified)	4.0	5	75*	14	5	45*	63*	6	5
